# NRP1-CendR mod: modulators of CendR peptide binding to NRP-1, primary screen, biochemical, fluorescence polarization, uHTS; Neuropilin-1 (Homo sapiens), O14786; FAM-RPARPAR peptide binding to NRP-1; inhibition, % at 25 µM; 360,000 tested, 0.85% active;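 active = inhibition or corrected inhibition above about 18%, plus a signal ratio from 0.5 to 1.5, limit read from the data, passing the limit was not always enough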; also: strong numbers were not always called active
# Scp1 inh: Scp-1 phosphatase inhibitors, primary screen, biochemical, colorimetric, uHTS; 340,000 tested, 0.88% active; inhibition, % at 20 µM; Recombinant Scp1, phosphopeptide, malachite green phosphate absorbance; AID 493091, 2011;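 active = inhibition above about 50% at 20 µM, limit read from the data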;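 also: plate controls were DMSO wells with enzyme for no effect and wells lacking enzyme for full effect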
#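 System: truncated SCP-1 phosphatase (76-261aa); medium: Tris acetate buffer pH 5.5 with MgCl2 and Tween-20; incubation: 45 min room-temperature reaction, 5 min colour, 30 min stabiliser; compound: single 20 µM dose, 1% DMSO; reagent: Phosphorylated 17-residue peptide substrate; read-out: % inhibition at 20 µM; technique: colorimetric free-phosphate detection, absorbance 630 nm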
# STEP inh: STEP phosphatase inhibitors, primary screen, biochemical, fluorescence intensity, uHTS; recombinant STEP, OMFP fluorogenic substrate; inhibition, % at 20 µM; 360,000 tested, 0.25% active;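 active = inhibition at 20 µM, scaled per plate between control wells, above about 37%, limit read from the data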;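 also: 0% = DMSO with enzyme and substrate and 100% = substrate only without enzyme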
#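 Assay system: isolated STEP enzyme. Buffer or medium: pH 6.0 Bis-Tris with DTT and Tween 20. Also added: fluorogenic phosphatase substrate OMFP at 25 µM final. Dosing: 20 µM, 1% DMSO. Timing: 20 min reaction, room temperature, in the dark. Measured by: fluorescence intensity, excitation 480 nm, emission 540 nm. Evaluation: normalized % inhibition.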
# SUMO1 PPI mod: modulators of SUMO1 protein-protein interactions, primary screen, biochemical, uHTS; Small ubiquitin-related modifier 1 (Homo sapiens), P63165; SUMO1 binding to a labelled peptide, TR-FRET, 1 h; inhibition, % at 20 µM; 360,000 tested, 0.33% active; AID 602429, 2012; in the data active = inhibition above about 37%
# Target sequence (P63165 whole entry, looked up): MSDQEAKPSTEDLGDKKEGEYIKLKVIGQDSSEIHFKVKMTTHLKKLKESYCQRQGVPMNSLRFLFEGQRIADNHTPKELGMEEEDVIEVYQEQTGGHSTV
# LMPTP inh: LMPTP phosphatase inhibitors, primary screen, biochemical, fluorescence intensity, uHTS | Low molecular weight phosphotyrosine protein phosphatase (Homo sapiens), P24666 | 360,000 tested, 0.22% active | inhibition, % at 20 µM | recombinant LMPTP-A, OMFP fluorogenic substrate | AID 651560, 2012;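 active = compounds that cut the enzyme signal by at least half of the control window in the single-dose screen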;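 also: plate controls were DMSO wells with enzyme plus substrate for no effect and substrate without enzyme for full effect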
# Target sequence (P24666 whole entry, looked up): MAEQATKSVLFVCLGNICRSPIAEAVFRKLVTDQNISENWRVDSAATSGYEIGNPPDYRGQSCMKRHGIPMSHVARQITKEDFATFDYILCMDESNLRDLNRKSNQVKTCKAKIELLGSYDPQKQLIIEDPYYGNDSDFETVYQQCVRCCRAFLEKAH
#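 Test system: LMPTP-A, protein tyrosine phosphatase of low molecular weight; Input: 0.625 nM enzyme; Incubation: 50 min dark incubation at room temperature; Signal: endpoint fluorescence intensity from OMFP dephosphorylation; Read-out basis: % inhibition versus control wells.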
# Tb MetRS inh: T. brucei MetRS inhibitors, primary screen, biochemical, luminescence | methionyl-tRNA synthetase (Trypanosoma brucei brucei) | purified T. brucei MetRS, ATP depletion, Kinase-Glo luminescence | inhibition, % at 11.9 µM | 360,000 tested, 0.4% active | AID 624268, 2012;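 active = inhibition above a per-plate cutoff of the control wells' mean inhibition plus 3 SD, cut at about 5.5% in these data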;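 also: 0% = DMSO wells median and 100% = median of wells with control inhibitor compound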
#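 assay system = parasite MetRS enzyme | timing = 15 min preincubation, 2 h reaction, all 25 °C | evaluation = percent inhibition relative to median high and low control wells | medium = HEPES buffer containing pyrophosphatase, BSA, spermine, DTT | compound = single dose, 11.9 µM final nominal, 0.9% final DMSO | detection = Kinase-Glo luminescence, ATP depletion format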
# eLon inh: inhibitors of E. coli Lon protease, primary screen, biochemical, fluorescence polarization | P0A9M0 | purified E. coli Lon protease | inhibition, % at 7.94 µM | 360,000 tested, 0.42% active | AID 602123, 2011; in the data active = inhibition above about 13%, passing the limit was not always enough;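 also: 0% = enzyme with probe and DMSO and 100% = no enzyme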
# Target sequence (P0A9M0 whole entry, looked up): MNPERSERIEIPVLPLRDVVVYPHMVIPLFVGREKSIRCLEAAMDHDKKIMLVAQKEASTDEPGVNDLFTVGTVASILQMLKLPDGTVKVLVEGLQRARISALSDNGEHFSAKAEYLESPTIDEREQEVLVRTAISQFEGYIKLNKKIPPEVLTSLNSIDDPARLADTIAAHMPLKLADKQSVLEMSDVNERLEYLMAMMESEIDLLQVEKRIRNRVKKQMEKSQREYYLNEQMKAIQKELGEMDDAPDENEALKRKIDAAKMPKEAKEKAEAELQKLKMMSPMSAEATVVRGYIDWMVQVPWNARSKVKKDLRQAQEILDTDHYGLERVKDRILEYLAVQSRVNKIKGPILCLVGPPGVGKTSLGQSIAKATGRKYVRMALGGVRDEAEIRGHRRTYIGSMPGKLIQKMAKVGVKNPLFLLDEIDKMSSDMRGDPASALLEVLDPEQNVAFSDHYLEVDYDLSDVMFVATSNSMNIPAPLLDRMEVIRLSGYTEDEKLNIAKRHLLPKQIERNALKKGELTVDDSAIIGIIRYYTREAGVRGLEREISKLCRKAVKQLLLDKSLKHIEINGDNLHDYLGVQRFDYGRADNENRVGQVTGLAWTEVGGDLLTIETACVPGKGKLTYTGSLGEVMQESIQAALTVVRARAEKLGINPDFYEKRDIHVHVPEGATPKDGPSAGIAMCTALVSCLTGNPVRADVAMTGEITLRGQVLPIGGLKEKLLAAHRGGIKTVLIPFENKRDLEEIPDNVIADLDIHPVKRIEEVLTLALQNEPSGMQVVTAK
# DNMT1 block: human DNMT1 methyltransferase inhibitors, primary screen, biochemical, molecular beacon, fluorescence, HinP1I cleavage, uHTS. DNA (cytosine-5)-methyltransferase 1 (Homo sapiens), P26358. inhibition (reported as % activation of signal), % at 10 µM. 360,000 tested, 0.83% active. AID 588458, 2011; in the data active = inhibition above about 50%
# bovine MsrA act: bovine MsrA enzyme activators, primary screen, biochemical, absorbance, HTS. purified bovine MsrA, absorbance read-out. activation, % at 10.6 µM. 360,000 tested, 0.3% active. AID 602163, 2012; in the data active = activation above about 7.5%;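 also: 0% = vehicle and 100% = reference activator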
# MsrA inh: bovine MsrA enzyme inhibitors, primary screen, biochemical, absorbance, HTS; Methionine sulfoxide reductase A (Bos taurus); purified bovine MsrA, absorbance read-out; inhibition, % at 15.5 µM; 360,000 tested, 0.75% active; in the data active = inhibition above about 4.5%;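 also: 0% = vehicle wells with enzyme and 100% = reference inhibitor wells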
# * marks the source's active call; other numbers are inactive results; · = not tested or not shown. The order is random; 4.3% or so of the library scored in one or more.
SMILES,NRP1-CendR mod,Scp1 inh,STEP inh,SUMO1 PPI mod,LMPTP inh,Tb MetRS inh,eLon inh,DNMT1 block,bovine MsrA act,MsrA inh
Cc1cccc(NC(=O)c2cccc(N3C(=O)C4CCC(C)CC4C3=O)c2)c1C (stereo not drawn),-3,-2,0,1,0.5,-0.4,2,5,-4,0.7
COc1ccc(C(=O)NCCSCc2cccc(Cl)c2)cc1OC,-4,-9,0,1,-0.4,-0.5,-4,5,-1,0.9
COc1cccc(C(=O)NCCS(=O)(=O)NCCCc2ccccc2)c1,22,-3,-2,5,0.0,-0.4,-17,-2,-1,0.8
Cc1cc(NC(=O)COC(=O)/C=C/c2ccc(C)o2)no1,8,2,-3,-11,-1.3,-0.3,5,5,-1,1.5
Cc1csc2nc(CNC(=O)C3CCCCC3)cn12,8,2,3,7,-1.4,-0.8,-6,4,-4,1.7
COc1ccc(-c2nnc(SCC(=O)O)n2Cc2ccccc2)cc1,-6,-7,-3,1,-0.1,-0.6,-8,2,-3,0.6
Cc1ccc(OS(=O)Nc2cccc3nccnc23)cc1 (stereo not drawn),-10,-6,0,-16,-0.8,-0.5,0,11,0,-0.8
Cc1ccc2ccccc2c1C(O)c1ncc(-c2ccc(F)cc2)[nH]1 (stereo not drawn),7,·,1,-7,-0.2,-0.5,-13,-5,-2,-0.9
Cc1ccc(NC(=S)NC(=O)c2c(-c3ccccc3Cl)noc2C)cc1,3,-21,-1,2,3.7,0.2,-3,-5,-1,-0.1
CCOc1ccc(S(=O)(=O)N(CCO)CCO)cc1-c1nc2c(C(C)(C)C)nn(C)c2c(=O)[nH]1,-10,-9,4,3,-0.5,-0.1,2,1,0,0.2
CCOc1nc(-c2ccc(Cl)cc2Cl)ccc1C#N,4,-10,-5,0,3.3,-0.8,-5,0,-3,0.5
CC(C(=O)N1CCCCC1)n1ncn2cccc2c1=O (stereo not drawn),2,8,0,1,-2.5,-0.4,-8,1,20*,-0.1
O=C(CCCc1ccccc1)Nc1cccc(C(=O)O)c1,11,-11,1,3,-0.7,-0.1,6,0,-4,-0.8
O=NN1CCN(c2ccncc2S(=O)(=O)N2CCCCC2)CC1,10,6,0,-3,-0.4,-0.4,0,1,-3,-1.0
COc1ccc(S(=O)(=O)N2CCCCCC2)cc1NC(=O)c1c2c(nc3ccccc13)CCN(Cc1ccccc1)C2,-10,1,-13,-2,2.1,-0.6,-3,-16,-4,-1.0
O=C1C(=Cc2cccc(O)c2O)SC(=S)N1CCCN1CCOCC1,21,·,8,-17,-4.7,-0.2,8,0,4,3.4
CN(C(=O)CSc1cccc[n+]1[O-])c1ccccc1,-3,-7,0,2,-1.1,0.0,7,6,0,-0.6
COc1ccc(-c2nc(CS(=O)CC(=O)NCCC3=CCCCC3)c(C)o2)cc1 (stereo not drawn),-11,-9,2,1,-1.0,-0.5,7,-33,1,-0.5
O=C(CCC1CCCCC1)Nc1nccs1,-7,1,-2,-6,-2.3,-0.8,-5,0,-9,0.7
Nc1ccc(NC(=O)c2ccccc2)c2c1C(=O)c1ccccc1C2=O,11,25,0,6,3.2,-0.5,3,31,3,-0.3
C[C@@H](C(=O)N[C@H](C(=O)O)c1ccccc1)n1nnc2ccccc2c1=O,-10,-3,-2,-2,-2.4,-0.4,2,0,-4,-0.7
Cc1ccc(NS(=O)(=O)c2ccc(OCC(=O)N3CCOCC3)cc2)cc1,-5,-5,-2,-3,-2.2,-0.2,6,-1,-4,-0.2
CCOc1cccc(=O)c2c(C)n(CC3CCCO3)c(C)c12 (stereo not drawn),-21,-3,1,-4,1.4,-0.4,2,-4,-3,0.0
Cc1ccccc1Cn1c(C)nc2ccc([N+](=O)[O-])cc2c1=O,-7,0,4,-28,-1.6,-0.1,-2,-1,-3,2.7
CC(=O)c1ccc(S(=O)(=O)Nc2ccc(-n3c(C)nc4ccccc4c3=O)cc2)cc1,1,-17,1,-4,0.6,-0.6,3,4,-2,0.7
CCn1c(CNC(=O)C23CC4CC(CC(C4)C2)C3)nnc1SC,-6,-3,0,3,-1.9,-0.5,-4,0,-3,0.3
COc1ccc(C(=O)NCCc2nnc(SCC(=O)Nc3ccccc3F)n2C)cc1,0,2,-3,0,-1.0,-0.3,2,2,-1,0.8
CCN1CCN(CC(O)COc2ccc3c(C)cc(=O)oc3c2)CC1 (stereo not drawn),12,-5,-3,0,-3.1,-0.6,-2,-1,-3,1.5
Cc1ccc(C)n1-c1ccc(N2CCOCC2)cc1,-6,-14,0,-13,2.5,-0.7,5,-36,-8,-0.5
CCOc1ccccc1C(=O)N1CCN(c2ccc(C(F)(F)F)cn2)CC1,8,-6,-2,5,1.6,-0.2,-9,-1,-3,1.1

# bovine MsrA act, entries above that show a hit.
SMILES	NRP1-CendR mod	Scp1 inh	SUMO1 PPI mod	LMPTP inh	Tb MetRS inh	eLon inh	DNMT1 block	bovine MsrA act	MsrA inh
CC(C(=O)N1CCCCC1)n1ncn2cccc2c1=O (stereo not drawn)	2	8	1	-2.5	-0.4	-8	1	20*	-0.1

# (more compounds)
SMILES,NRP1-CendR mod,Scp1 inh,STEP inh,SUMO1 PPI mod,LMPTP inh,Tb MetRS inh,eLon inh,DNMT1 block,bovine MsrA act,MsrA inh
CCc1nc2c(OCc3cc(Cl)cc(Cl)c3)cccn2c1N(C=O)Cc1ccccc1,1,·,4,2,15,0.9,1,-12,-2,0.4
CC(C)c1ccc(CN(C(=O)C2COc3ccccc3O2)C2CCS(=O)(=O)C2)cc1 (stereo not drawn),-7,3,1,-2,1.1,-1.1,0,-4,-13,-1.0
COc1ccc(C(=O)N[C@H](C(=O)Nc2sccc2C(N)=O)C(C)C)cc1,2,-1,-2,5,2.2,0.3,0,-3,-2,3.2
CCCCOc1ccc(S(=O)(=O)Nc2cccnc2)cc1,0,-3,0,-2,-1.6,-0.2,1,5,-2,-0.4
CCCCOc1ccccc1C(=O)N(Cc1ccco1)C1CCS(=O)(=O)C1 (stereo not drawn),2,-9,-2,3,-0.3,0.4,-4,-1,-3,0.1
CC(=O)Nc1ccc2c3c(cccc13)C(=O)N(c1ccccc1)C2=O,-13,-7,-2,-6,0.1,-0.5,1,0,-3,-0.3
Cc1ccccc1C(=NC(=O)c1ccccc1)c1ccccc1,-1,-8,1,0,1.1,-0.8,2,0,-7,0.8
COCCN(C(=O)c1ccc(COc2ccccc2)o1)c1c(N)n(CC(C)C)c(=O)[nH]c1=O,-2,-7,1,3,-0.9,0.2,9,5,0,-0.1
Cc1ccc(OCc2nnc(SCC(=O)C(C)(C)C)n2Cc2ccco2)cc1,-8,-3,0,-1,-0.8,-1.5,-8,-3,-4,-0.4
CCS(=O)(=O)c1ccc2c(c1)N(S(=O)(=O)c1ccc(Cl)cc1)CC(C(=O)O)O2 (stereo not drawn),0,5,-1,1,-0.5,-0.8,7,1,-1,0.2
CCCN1C(=O)C(=O)c2cc(C)ccc21,-4,-6,4,-14,1.0,0.0,17,7,0,0.4
NC(=O)Cc1ccc(Nc2nnc(-c3ccccc3)c3ccccc23)cc1,3,-4,-2,-7,-1.2,0.1,-6,-3,0,-0.1
O=C(O)c1cc(-n2nnnc2SCc2ccccc2F)ccc1Cl,-5,8,-1,1,-0.9,-0.5,0,4,-8,1.2
S=C1NCCN1CC1CCN(CCCC2CCCC2)CC1,-4,-5,16,-1,-1.1,-0.1,0,7,-2,3.4
CCN(CC(=O)NC1CCS(=O)(=O)C1)c1nc(-c2cccnc2)nc2ccccc12 (stereo not drawn),-2,-1,-2,5,2.6,-0.4,-4,2,-2,-0.5
CCc1ccc2c(c1)cc(CN(C(=S)Nc1ccc(Cl)cc1)C1CC1)c1nnnn12,4,-14,-2,-7,1.8,-0.4,-3,1,-4,-1.2
CSc1nc2sc3c(c2c2nncn12)CCC3,-5,-3,6,-8,-1.2,-0.2,-11,11,-5,3.3
N#Cc1ccccc1NC(=O)CSc1nnc(-c2ccccc2O)n1-c1ccccc1,-4,-4,-1,2,-2.0,0.1,-3,-2,-3,-0.3
CCn1nc(C)c(C2C(C#N)=C(N)OC3=C2C(=O)CCC3)c1C (stereo not drawn),2,-9,1,-2,-1.7,0.3,0,3,1,0.3
CC1CN(CCCCOc2cccc(Oc3ccccc3)c2)CC(C)O1 (stereo not drawn),2,-9,5,-1,-1.9,0.1,3,2,-2,-0.6
CC(C)(Oc1ccc(Cl)cc1)C(=O)NCC(c1ccco1)N1CCCCC1 (stereo not drawn),2,-4,-1,-3,-7.7,-0.3,-8,1,3,-1.1
O=C(O/N=C1\CCS(=O)(=O)c2sccc21)c1c(F)cccc1F,4,-6,-4,1,-1.4,-0.2,-3,-1,-5,-0.8
C1=C2C[N+]3(CCCC3)CC2Cc2ccc3ccccc3c21 (stereo not drawn),12,-5,0,-5,0.2,-0.4,1,4,3,-0.6
O=C(Cn1c(=O)sc2ccccc21)Nc1ccc2c(c1)OCCO2,4,5,0,0,0.7,-0.6,5,-1,-5,-0.6
CC(C)NC(=O)c1ccccc1NC(=O)Cc1ccc(Cl)cc1,6,-7,1,-2,-0.6,-0.3,-2,5,-2,0.2
C[C@@H](CN=[N+]=[N-])CN1CC[C@H](O)CCC1=O,16,-3,0,-3,4.5,0.7,-7,2,-2,0.7
O=C(c1csc2ccccc12)n1cccn1,1,-4,-1,-5,-0.1,0.0,1,1,-5,2.6

# A different layout for part of the listing above:
SMILES	NRP1-CendR mod	Scp1 inh	STEP inh	SUMO1 PPI mod	LMPTP inh	Tb MetRS inh	eLon inh	DNMT1 block	bovine MsrA act	MsrA inh
C[C@@H](CN=[N+]=[N-])CN1CC[C@H](O)CCC1=O	16	-3	0	-3	4.5	0.7	-7	2	-2	0.7
O=C(c1csc2ccccc12)n1cccn1	1	-4	-1	-5	-0.1	0.0	1	1	-5	2.6

# High-throughput results: PubChem, several laboratories
